Diaph inh CS: diaphorase inhibitors and chemical oxidizers, primary screen, counter-screen for diaphorase-coupled primary assays, biochemical, uHTS, resorufin fluorescence | hit rate 0.69% among 190,000 | diaphorase resazurin-to-resorufin fluorescence, NADH, 16 min; bacterial (C. kluyveri) enzyme, not human | AID 1217, 2008 | inhibition, % at 20 µM;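 active = primary screen inhibition at 20 µM above a set limit, cut at about 50% in these data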;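 also: plate controls were DMSO with full reaction for no effect and wells lacking NADH for full effect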
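Assay system: diaphorase enzyme from Clostridium kluyveri; Input: enzyme working solution with 0.14 U/mL diaphorase; Timing: 16 min at room temperature; Technique: resorufin fluorescence, excitation 544 nm, emission 590 nm; Benchmarks: positive control minus NADH, DMSO neutral control.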
HMGR II inh: inhibitors of E. faecalis class II HMGR, primary screen, biochemical, Enterococcus faecalis | HMG-CoA reductase (Enterococcus faecalis, mvaE) | purified E. faecalis HMGR, NADPH absorbance 340 nm kinetic | inhibition, % at 10 µM | hit rate 0.41% among 190,000;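 active = inhibition above a set limit, the median over all tested compounds plus 3 SD, cut at about 9.5% in these data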;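 also: enzyme runs in reverse so mevalonate oxidation gives rising NADPH absorbance; 0% = complete reaction with DMSO and 100% = background rate lacking mevalonate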
TNAP inh hi DEA: human TNAP enzyme inhibitors, primary screen, biochemical, luminescent, high phosphate acceptor level, uHTS. Alkaline phosphatase, tissue-nonspecific isozyme (Homo sapiens), P05186. purified TNAP, CDP-star luminescence, 1 M DEA. inhibition, % at 20 µM. hit rate 0.03% among 200,000. AID 1135, 2008;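 active = over 50% inhibition of tissue-nonspecific alkaline phosphatase at 20 µM in the single-dose screen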;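 also: plate controls were DMSO wells for no effect and EDTA-quenched wells as full inhibition for full effect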
Target sequence (P05186 whole entry, looked up): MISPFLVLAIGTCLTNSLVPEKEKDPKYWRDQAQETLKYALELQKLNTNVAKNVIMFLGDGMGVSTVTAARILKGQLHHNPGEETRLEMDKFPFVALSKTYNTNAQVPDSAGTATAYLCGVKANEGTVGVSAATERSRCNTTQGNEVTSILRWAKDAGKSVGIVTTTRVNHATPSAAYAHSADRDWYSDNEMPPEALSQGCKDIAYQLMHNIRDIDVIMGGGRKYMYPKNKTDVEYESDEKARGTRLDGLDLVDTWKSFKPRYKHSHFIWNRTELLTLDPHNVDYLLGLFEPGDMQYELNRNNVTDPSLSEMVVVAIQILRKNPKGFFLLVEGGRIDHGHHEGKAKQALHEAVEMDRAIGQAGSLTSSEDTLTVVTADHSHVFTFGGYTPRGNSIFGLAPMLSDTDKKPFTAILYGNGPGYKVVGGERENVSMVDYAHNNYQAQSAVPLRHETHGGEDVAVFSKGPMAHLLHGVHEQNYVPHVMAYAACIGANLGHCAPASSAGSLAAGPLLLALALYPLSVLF
FLuc stim CS: FLuc activators, initial screening, artefact control for FLuc-dependent activation tests, biochemical, ATPlite luminescence; activation factor at 10 µM; Luciferin 4-monooxygenase (Photinus pyralis), P08659; 200,000 tested, under 10 active; AID 1027, 2008; ATPlite luciferase biochemical, 10 min; 0 = ATP-free wells, 1 = DMSO control;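 active = luciferase activation factor, scaled between plate controls, of at least 2 with compound at 10 µM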
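Assay system: Luciferase/luciferin detection reagent, cell-free biochemical luciferase assay / Also added: ATP substrate / Schedule: 10 min at ambient temperature / Measured by: luminescence measurement of luciferase light output / Benchmarks: low control with PBS replacing ATP, high control enzyme plus ATP without compound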
Diaphorase act: compounds boosting diaphorase resazurin reduction – biochemical, uHTS, resorufin fluorescence, counter-screen for diaphorase-coupled primary assays, primary screen; activation factor at 20 µM; Diaphorase/resazurin coupled assay, 16 min; stronger effect = higher value; 1 = vehicle wells, 0 = NADH-free wells; hit rate 0.005% among 190,000; AID 1229, 2008;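 active = diaphorase activity raised at least twofold by the compound at 20 µM; inactive = activation factor below 2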
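Material: Clostridium kluyveri diaphorase, purified enzyme; Quantity: enzyme 0.07 U/mL final; Medium: HEPES pH 7.4 buffer with MgCl2 and Tween 20; Dosing: single compound dose of 20 µM, 1% DMSO final; Schedule: 16 min reaction at room temperature; Measured by: red resorufin fluorescence at 544/590 nm excitation/emission.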
TNAP inh noacc: human TNAP enzyme inhibitors, primary screen, biochemical, luminescent, no phosphate acceptor, uHTS; purified TNAP, CDP-star luminescence, 30 min; inhibition, % at 20 µM; hit rate 0.26% among 200,000;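 active = tissue-nonspecific alkaline phosphatase inhibition above about 50% at 20 µM in the single-dose screen, limit read from the data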;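 also: 0% = DMSO negative control and 100% = EDTA positive control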
PMI act hi M6P: human PMI activators, high substrate, primary screen, biochemical, fluorescence intensity, near-saturating mannose 6-phosphate. hit rate 0.34% among 190,000. coupled PMI enzyme assay, resazurin fluorescence, 20 min; stronger effect = higher value; 1 = untreated enzyme, 0 = substrate-free blank. Mannose-6-phosphate isomerase (Homo sapiens), P34949. activation factor at 20 µM;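 active = activation factor of 2 or more at 20 µM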
Target sequence (P34949 whole entry, looked up): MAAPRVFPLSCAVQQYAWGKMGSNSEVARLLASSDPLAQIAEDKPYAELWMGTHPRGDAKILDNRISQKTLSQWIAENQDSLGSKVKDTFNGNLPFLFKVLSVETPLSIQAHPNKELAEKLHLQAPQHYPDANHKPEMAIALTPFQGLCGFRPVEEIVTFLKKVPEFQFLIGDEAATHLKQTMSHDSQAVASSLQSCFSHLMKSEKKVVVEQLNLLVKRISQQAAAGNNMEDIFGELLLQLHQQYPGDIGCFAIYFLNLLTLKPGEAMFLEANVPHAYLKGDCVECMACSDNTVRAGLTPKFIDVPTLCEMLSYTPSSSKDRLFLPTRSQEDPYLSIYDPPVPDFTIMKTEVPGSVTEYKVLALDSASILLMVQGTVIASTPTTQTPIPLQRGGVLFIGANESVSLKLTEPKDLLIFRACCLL
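Material: human phosphomannose isomerase with PGI, G6PDH, diaphorase coupling enzymes / Reagent: Man-6-P substrate 1.0 mM / Dosing: single compound dose of 20 µM, 1% DMSO final / Incubation: enzyme reaction with compound 20 min at room temperature / Signal: resorufin fluorescence (Ex 544/Em 590 nm) from resazurin via diaphorase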
PMI activator: activators of human PMI, primary screen, biochemical, fluorescence intensity, near-Km mannose 6-phosphate. Mannose-6-phosphate isomerase (Homo sapiens), P34949. hit rate 0.005% among 190,000. activation factor at 20 µM. purified human PMI, coupled resazurin fluorescence, 20 min; stronger effect = higher value; 1 = vehicle control, 0 substrate-free wells. AID 1214, 2008;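 active = activation factor of 2 or more at 20 µM, relative to plate controls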
G6PDH counter: L. mesenteroides G6PDH inhibitors, counter-screen for G6PDH-coupled screening assays, biochemical, Leuconostoc mesenteroides enzyme | Purified L. mesenteroides G6PDH, diaphorase/resazurin coupled fluorescence, 45 min | inhibition, % at 5 µM | hit rate 0.12% among 200,000; in the data active = inhibition above about 50%
TNAP act hi DEA: TNAP activators at high phosphate acceptor level, primary screen, biochemical, luminescence, uHTS. Alkaline phosphatase, tissue-nonspecific isozyme (Homo sapiens), P05186. purified TNAP, CDP-star luminescence, 1 M DEA, 30 min; stronger effect = higher value; 0 = EDTA background, 1 = DMSO-only activity. activation factor at 20 µM. 200,000 tested, under 10 active;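 active = activation factor at least 2 at 20 µM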
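Dosing: 20 µM single point. System: human TNAP. Amount: TNAP 1/800 final. Incubation: 30 min, room temperature. Read-out: TNAP activation factor scaled between EDTA and DMSO control wells. Signal: luminescence from CDP-star hydrolysis. Medium: 1 M DEA, pH 9.8, Mg2+, Zn2+. Control set: EDTA negative control, DMSO positive control.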
* hit, by the source's call.

1	CCc1ccc(N2C(=O)C(Cl)=C(N3CCOCC3)C2=O)cc1
2	COc1cc(-c2nnc(CSc3nnc(Nc4ccc(C(C)C)cc4)s3)o2)cc(OC)c1OC
3	CN1c2ccccc2C(C)(C)C12CC(c1ccc(Cl)c(S(=O)(=O)N3CCCC3)c1)=NO2 (configuration not stated)
4	Cc1[nH]nc2c1-c1nc3ccccc3nc1C(C)(C)C2
5	CCOc1ccc(Cc2c(Cl)nc(N)nc2Cl)cc1
6	CCc1cc2c(=O)n(Cc3ccco3)c(SCc3c(C)noc3C)nc2s1
7	O=C(O)C1CCCN1c1ncccc1[N+](=O)[O-] (configuration not stated)
8	COc1ccc(-n2nnnc2SCC(=O)N2CCN(C(=O)c3ccco3)CC2)cc1OC

entry no. | 1 | 2 | 3 | 4 | 5 | 6 | 7 | 8
Diaph inh CS | -3 | 10 | 12 | 17 | -1 | 21 | 24 | -10
HMGR II inh | 4 | -1 | -2 | -4 | 0 | 0 | -3 | -4
TNAP inh hi DEA | -6 | -2 | 3 | -5 | -5 | -3 | 2 | -8
FLuc stim CS | 0.6 | 0.8 | 1 | 1 | 1 | 1.1 | 1.1 | 1
Diaphorase act | 1 | 0.9 | 0.9 | 0.8 | 1 | 0.8 | 0.8 | 1.1
TNAP inh noacc | -10 | -30 | -2 | -1 | -25 | -11 | -4 | -12
PMI act hi M6P | 1.1 | 0.9 | 0.9 | 0.9 | 0.9 | 1 | 0.5 | 1.1
PMI activator | 1.2 | 0.9 | 0.9 | 0.9 | 0.9 | 0.9 | 0.9 | 1.1
G6PDH counter | 3 | -16 | -5 | 19 | 26 | -48 | 1 | 4
TNAP act hi DEA | 1.1 | 1 | 1 | 1.1 | 1 | 1 | 1 | 1.1

9	CN1C=CC2=C(C#N)C(N)C(C#N)(C#N)C(c3ccccc3)C2C1 (configuration not stated)
10	CCOc1ncccc1C(=O)N1CCN(C(=O)c2ccccc2)CC1
11	O=C(O)/C=C/C(=O)NCCNc1ncc(C(F)(F)F)cc1Cl
12	CN(C)c1ccc(NC(=O)COC(=O)c2cc(=O)c3ccccc3o2)cc1
13	CCN(CC)CCN1C(=O)C(=O)/C(=C(/O)c2ccc(Cl)cc2)C1c1ccncc1 (configuration not stated)
14	O=C(CSc1nc2c(cnn2-c2ccc(F)cc2)c(=O)[nH]1)N1N=C(c2cccs2)CC1c1ccc(F)cc1 (configuration not stated)
15	CCC(=O)NC1=C(C#N)C2(CCCC2)Cc2ccccc21
16	CSc1cccc(NC(=O)c2ccccn2)c1

entry no. | 9 | 10 | 11 | 12 | 13 | 14 | 15 | 16
Diaph inh CS | 30 | 1 | 5 | 0 | 9 | 19 | 12 | 2
HMGR II inh | 4 | 0 | -4 | -6 | -2 | -6 | 1 | -4
TNAP inh hi DEA | 5 | -2 | -2 | -1 | 2 | 4 | -9 | 2
FLuc stim CS | 1 | 1 | 1.1 | 1 | 1.1 | 1 | 1 | 0.5
Diaphorase act | 0.7 | 1 | 1 | 1 | 0.9 | 0.8 | 0.9 | 1
TNAP inh noacc | -18 | -9 | -4 | -5 | -9 | 5 | -13 | -7
PMI act hi M6P | 0.8 | 1.1 | 1 | 1 | 1 | 1 | 1 | 1
PMI activator | 0.8 | 1 | 1 | 1.1 | 1 | 1 | 1.1 | 1
G6PDH counter | -9 | 1 | 14 | 0 | -5 | 2 | 9 | 1
TNAP act hi DEA | 1 | 1 | 1 | 1 | 1 | 1 | 1.1 | 1

17	Cn1c(O)c(N=Nc2ccc(F)cc2)c2ccccc21
18	CNc1ccc(/C=C(\C#N)c2ccccn2)cc1[N+](=O)[O-]
19	CC1=C(C(=O)OCc2ccccc2)C(c2cccnc2)c2c(n(C)c(=O)n(C)c2=O)N1 (configuration not stated)
20	COc1ccc(/C=N/NC(=O)c2ccc(-c3ccccc3)cc2)cc1O
21	CC1=C(C(=O)Nc2ccccc2)C(c2ccncc2)C(C#N)=C(SCC(=O)Nc2ccccc2)N1 (configuration not stated)
22	C=CCNC(=S)NNC(=O)c1cccc2ccccc12
23	O=C1OC(c2ccc3c(c2)OCO3)N(C(=O)c2ccc(Cl)c(Cl)c2)c2ccccc21 (configuration not stated)
24	O=C(NCc1ccco1)C1OCCc2ccccc21 (configuration not stated)

entry no. | 17 | 18 | 19 | 20 | 21 | 22 | 23 | 24
Diaph inh CS | 16 | 5 | 17 | 17 | 8 | -1 | 9 | 7
HMGR II inh | -3 | 1 | 3 | -4 | -1 | -1 | -1 | 4
TNAP inh hi DEA | 8 | 8 | -4 | 4 | 6 | 0 | -3 | -4
FLuc stim CS | 1 | 0.8 | 1.1 | 1 | 1 | 1 | 1.1 | 1.1
Diaphorase act | 0.8 | 1 | 0.8 | 0.8 | 0.9 | 1 | 0.9 | 0.9
TNAP inh noacc | -2 | 5 | -11 | -7 | -1 | -6 | -6 | -8
PMI act hi M6P | 1.3 | 1 | 0.9 | 1 | 1.3 | 1 | 1 | 1
PMI activator | 1.4 | 1.1 | 0.9 | 1.1 | 1.2 | 1 | 0.9 | 1
G6PDH counter | 2 | 6 | 4 | -11 | -3 | 8 | 0 | -8
TNAP act hi DEA | 0.9 | 0.9 | 1 | 1 | 0.9 | 1 | 1 | 1

Compound profiles, from the list above. Order of values: Diaph inh CS | HMGR II inh | TNAP inh hi DEA | FLuc stim CS | Diaphorase act | TNAP inh noacc | PMI act hi M6P | PMI activator | G6PDH counter | TNAP act hi DEA
COc1ccc(/C=N/NC(=O)c2ccc(-c3ccccc3)cc2)cc1O in the list: 17 | -4 | 4 | 1 | 0.8 | -7 | 1 | 1.1 | -11 | 1
CC1=C(C(=O)OCc2ccccc2)C(c2cccnc2)c2c(n(C)c(=O)n(C)c2=O)N1 (configuration not stated) in the list: 17 | 3 | -4 | 1.1 | 0.8 | -11 | 0.9 | 0.9 | 4 | 1
O=C(NCc1ccco1)C1OCCc2ccccc21 (configuration not stated) in the list: 7 | 4 | -4 | 1.1 | 0.9 | -8 | 1 | 1 | -8 | 1
Cn1c(O)c(N=Nc2ccc(F)cc2)c2ccccc21 in the list: 16 | -3 | 8 | 1 | 0.8 | -2 | 1.3 | 1.4 | 2 | 0.9
CC1=C(C(=O)Nc2ccccc2)C(c2ccncc2)C(C#N)=C(SCC(=O)Nc2ccccc2)N1 (configuration not stated) in the list: 8 | -1 | 6 | 1 | 0.9 | -1 | 1.3 | 1.2 | -3 | 0.9

Remaining list, next part:
25	Cc1c(C(=O)NNS(=O)(=O)c2ccccc2Cl)sc(=S)n1C
26	Nc1cc2c([N+](=O)[O-])cccc2o1
27	Clc1ccc(C2=Nn3c(nnc3-c3cccs3)SC2)cc1
28	O=C(O)CCCN1C(=O)/C(=C/c2ccc(-c3nc4ccccc4s3)o2)SC1=S
29	O=C(O)c1cccc(S(=O)(=O)N2CCOCC2)c1
30	CCOc1ccc(NC(=O)CCC(=O)NNS(=O)(=O)c2ccccc2[N+](=O)[O-])cc1
31	Cn1c(=O)[nH]c2cc3ccccc3cc21
32	CC(=O)C1=C(C)NC(SCc2cccc([N+](=O)[O-])c2)=C(C#N)C1c1ccco1 (configuration not stated)

entry no. | 25 | 26 | 27 | 28 | 29 | 30 | 31 | 32
Diaph inh CS | 27 | 12 | -2 | 23 | 3 | -18 | -2 | 18
HMGR II inh | -2 | 0 | -5 | -10 | -2 | 4 | -5 | -1
TNAP inh hi DEA | -5 | 3 | -2 | 20 | -3 | -9 | 2 | 4
FLuc stim CS | 1.1 | 1.1 | 1 | 1 | 1.1 | 1 | 1 | 1
Diaphorase act | 0.7 | 0.9 | 1 | 0.8 | 1 | 1.2 | 1 | 0.8
TNAP inh noacc | -1 | 11 | -10 | 30 | -10 | -6 | -1 | -1
PMI act hi M6P | 1 | 0.9 | 1 | 1.5 | 1.1 | 1.2 | 1.1 | 0.9
PMI activator | 1 | 1 | 1.1 | 1.1 | 1 | 1.1 | 1.1 | 0.9
G6PDH counter | 0 | 3 | 3 | -49 | 12 | 15 | -3 | -3
TNAP act hi DEA | 1.1 | 1 | 1 | 0.8 | 1 | 1.1 | 1 | 1

33	COc1ccc(OC2OC3COC(C)(C)OC3C(O)C2NC(C)=O)cc1 (configuration not stated)
34	CC(C)CCNC(=O)CSc1nc2ccccc2c(=O)[nH]1
35	COCCNC(=O)CCC(=O)NNc1nc2ccccc2c2nc(-c3ccccc3)nn12
36	Cc1cccc(N(CC(=O)NCCSc2nc3ccccc3s2)S(=O)(=O)c2ccccc2)c1
37	CS(=O)(=O)N1CCc2cc(C(=O)OCC(=O)c3ccccc3)ccc21
38	OC[C@@H](O)[C@@H](O[C@H]1O[C@H](CO)[C@@H](O)[C@H](O)[C@H]1O)[C@H](O)[C@@H](O)CO

entry no. | 33 | 34 | 35 | 36 | 37 | 38
Diaph inh CS | 9 | 12 | -5 | 25 | 8 | 26
HMGR II inh | 4 | -1 | -1 | -4 | -8 | 4
TNAP inh hi DEA | -2 | 0 | -3 | -4 | -9 | -5
FLuc stim CS | 1.1 | 1 | 1 | 1.1 | 0.7 | 1.1
Diaphorase act | 0.9 | 0.9 | 1 | 0.8 | 0.9 | 0.7
TNAP inh noacc | -11 | -6 | -210 | 1 | -15 | -7
PMI act hi M6P | 1 | 1 | 1.1 | 1 | 1 | 1
PMI activator | 1 | 1 | 1 | 0.9 | 1 | 0.9
G6PDH counter | -6 | -8 | 2 | -21 | -5 | 5
TNAP act hi DEA | 1 | 1 | 1 | 1 | 1.1 | 1.1
